Cneo AK release: Cryptococcus neoformans cell lysis inducers, primary screen, AK release luminescence, single concentration. C. neoformans lysis, adenylate kinase release luminescence, 4 h; normalised: neutral wells 0, clomiphene wells 100. lysis activity, % at 15 µM. 0.2% of 360,000 active. AID 651654, 2012;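 active = mean lysis activity across replicates of at least 80%, whatever share of replicates individually reach that level; inactive = mean lysis activity below 80%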
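Signal: Adenylate kinase release luminescence | Assay system: Log-phase Cryptococcus neoformans yeast cells | Input: Cells at 5 × 10^6 per mL | Buffer or medium: Fresh YPD growth medium | Compound: Single dose | Schedule: Static 4 h at 37 °C with compound, 1 h detection | Controls: Clomiphene | Read-out: Luminescence rise reflecting yeast cell lysis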
F508del corr: F508del CFTR correction, initial screen, CFBE line, single point; 0.36% of 350,000 active; CFBE cells, YFP halide quenching; stimulated with forskolin plus potentiator P3; % fluorescence drop versus neutral controls; activity (quench increase), % at 7.58 µM;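 active = mean added fluorescence quench of at least 8% versus neutral control, with both replicates also reaching 8%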;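 note: cells transiently co-express mutant CFTR-F508del with the halide-sensitive YFP; corrector assay measuring rescue of mutant channel to the surface after 24 h compound exposure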
GSIS activator: GLuc luminescence reporter in INS-1E cells, primary screen for activators of glucose-dependent secretion of insulin; INS-1E GLuc reporter insulin secretion, 2-3 h; activation, % at 16.6 µM; 0.61% of 370,000 active; AID 743287, 2014;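 active = lowest replicate activation of at least 40%, so every replicate reaches that level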;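 note: 0% = median of neutral control wells and 100% = median of IBMX positive control wells; some compounds called inactive have numbers as strong as hits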
PglD inh: C. jejuni PglD acetyltransferase inhibitors, primary screen, biochemical, DTNB colorimetric, single point; UDP-N-acetylbacillosamine N-acetyltransferase PglD (Campylobacter jejuni); AID 602405, 2012; purified PglD enzyme, DTNB colorimetric CoA detection; 0.098% of 360,000 active; inhibition, % at 12.5 µM; in the data active = inhibition above about 16%, passing the limit was not always enough; note: strong numbers were not always called active
FN deposit inh: inhibitors of fibronectin matrix deposition, primary screen, AH1F cells, Alexa488-fibronectin fluorescence, plate reader; AH1F fibroblasts, overnight; inhibition, % at 12.6 µM; 0.086% of 350,000 active;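 active = mean inhibition across replicates of 30% or more, regardless of how many single replicates reach that level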;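 note: positive control wells lacked labelled fibronectin entirely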
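Measured by – fluorescence 485/525 nm · System – AH1F fibroblast monolayer, labelled fibronectin deposition · Amount – 10000 cells per well · Buffer or medium – serum-reduced DMEM (2% serum) · Doses – single dose, pinned · Also added – fluorescent fibronectin at 24 nM final · Schedule – 1 h cell attachment, overnight exposure to compound and label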
Statin myotox sup: suppressors of statin myotoxicity in C2C12 myotubes, primary screen, cell-based, single point, plate reader | C2C12 myotubes + simvastatin, ATP luminescence, 48 h; scaled: DMSO 0, geranylgeraniol control 100 | rescue of ATP level, % at 7.49 µM | 0.78% of 330,000 active;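 active = mean ATP rescue above about 67%, or every replicate alone reaching that limit, limit read from the data, passing the limit was not always enough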;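 note: myotubes were challenged with 10 µM simvastatin during compound exposure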
PGC1a acetyl inh: inhibitors of PGC1a acetylation signal, primary screen, cell-based, U2OS, AlphaScreen, inhibitor mode; AlphaScreen anti-acetyl-lysine; with virally co-expressed GCN5 acetyltransferase; inhibition, % at 15.6 µM; 0.17% of 350,000 active;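 active = every replicate shows inhibition of at least 40%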;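 note: 0% = neutral control wells and 100% = positive control wells; some results beyond the cut were filed as inactive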
miR-122 sensor: miR-122 Renilla sensor signal increase in Huh7, primary screen, miR-122 inhibitor project, cell-based, single point, plate reader; Huh7 miR-122 Renilla luciferase sensor, 48 h; neutral wells = 0, positive control = 100; activation (reporter increase), % at 12.5 µM; 0.3% of 340,000 active;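 active = mean replicate activation score at least 90 and every replicate individually at or above 90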;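 note: higher luciferase means less miR-122 activity so hits act as miR-122 inhibitors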
Active calls of the source: *; · = no result given; [ ] = dose if it differs, or a comment. An unsorted share of the library. About 2.1% of those tested had a hit in this group.

compound	Cneo AK release	F508del corr	GSIS activator	PglD inh	FN deposit inh	Statin myotox sup	PGC1a acetyl inh	miR-122 sensor
CCOc1ccc(Br)cc1S(=O)(=O)NCc1ccc(S(N)(=O)=O)cc1	-3.4	1.6	8.2	2.3	6.2	-0.6	-0.2	56.7
CCOC(=O)c1cccc(NC(=O)CSc2nnc(COc3ccc(Cl)cc3)o2)c1	·	·	·	·	-0.7	-7.6	-2.9	0.1
O=C(C[C@H]1CC[C@H]2[C@@H](COC[C@@H](O)CN2Cc2nccs2)O1)N1CCC(Cc2ccccc2)CC1	1.1	-3.7	-5.1	-1.5	2.9	19.4	2.4	-6.5[16.7 µM]
CCCc1cc(C(=O)N2CCCC(N3CCN(c4ccccc4F)CC3)C2)n(C)n1 (stereo unspecified)	12.8	4.1	0.8	9.9	-3.9	·	·	·
COc1ccc(C#Cc2ccc([C@H]3[C@@H](CO)N4C(=O)CN(C(=O)NC(C)C)C[C@@H]34)cc2)cc1	·	1.4	3.1	·	-6.2	·	-3.8	·
CCN(CCCNC(=O)CCNC(=O)Cn1cnc2ccccc2c1=O)c1cccc(C)c1	0.2	·	·	3.8	-6.1	13.1	6.7	1.8
O=C1N[C@@H](c2ccccc2)COC(=O)[C@@H](Cc2ccc(F)cc2)CC/C=C/C[C@@H]1CC(=O)N(CCO)Cc1ccccc1	1.1	2.6	-23.5	-4.4	·	-6.4	·	·
O=C(Nc1ccc(F)cc1)N1C[C@H]2[C@@H](c3ccccc31)[C@H](CO)N2C(=O)Cc1ccccc1	-2.7	1.9	-7.8	0.6	·	8.0	-7.1	4.9[16.7 µM]
O=C(C[C@@H]1C[C@H]2c3cc(NC(=O)Cc4ccncc4)ccc3O[C@H]2[C@@H](CO)O1)NCCN1CCCCC1	10.4	3.0	26.9	0.7	·	0.1	-6.7	-6.6[16.7 µM]
CCN(CC#CCC1(O)c2ccccc2-c2ccccc21)C(C)C	0.3	·	·	-2.9	·	·	-4.0	16.1

Continuation.
compound	Cneo AK release	F508del corr	GSIS activator	PglD inh	FN deposit inh	Statin myotox sup	PGC1a acetyl inh	miR-122 sensor
CCC1CCCCN1C(=O)COC(=O)c1cc(C)nc2ccccc12 (stereo unspecified)	-0.7	-0.3	1.4	2.1	-9.0	13.3	-6.3	-2.9
Cc1cc(C)n(CCNS(=O)(=O)c2ccc(C)c(C)c2)n1	0.2	1.9	7.6	-1.3	-3.3	15.7	·	24.6
CCCNC(=O)Nc1ccc2c(c1)C(=O)N(C)C[C@H](OC)[C@H](C)CN(C(=O)c1ccccc1F)[C@H](C)CO2	-4.4	-2.4	-7.5	6.4	-6.2	-9.1	5.6	·
COC(=O)C1=C(C)N(Cc2ccccc2)C(=NCCc2cccnc2)N[C@H]1c1ccc(Br)cc1	0.2	·	·	0.2	·	-34.4	-18.4	-0.3
Cc1ccc(-c2noc(CCC(=O)NCC3CCCO3)n2)cc1 (stereo unspecified)	-5.7	·	·	4.0	·	6.8	-12.1	20.1
O=C(CSc1nnc(-c2cccs2)n1CC1CCCO1)c1cc2ccccc2o1 (stereo unspecified)	-1.0	·	-5.0	3.3	·	16.0	-6.6	19.0
OC(c1cccc(Cl)c1)c1ncc(-c2cccc3ccccc23)[nH]1 (stereo unspecified)	-2.0	1.6	·	4.1	10.9	8.2	-5.6	21.0
C/C(=N/OC(=O)c1ccc(C(F)(F)F)cc1)c1oc(C)nc1C	-0.4	-2.6	·	-2.8	-4.7	11.6	3.2	-18.6
CNC[C@@H]1Oc2ccc(NS(=O)(=O)c3ccc(F)cc3)cc2CC(=O)N([C@@H](C)CO)C[C@@H]1C	10.7	0.0	-5.3	2.9	·	-5.6	-4.2	40.5[16.7 µM]
COc1ccc(S(=O)(=O)N(C)C[C@H]2OCc3ccccc3-c3c(n(C)c4ccccc34)C(=O)N([C@@H](C)CO)C[C@@H]2C)cc1	-2.6	-9.5	2.2	3.3	-4.5	·	-3.1	·

(more compounds)
compound	Cneo AK release	F508del corr	GSIS activator	PglD inh	FN deposit inh	Statin myotox sup	PGC1a acetyl inh	miR-122 sensor
COc1cc2ccccc2cc1C(=O)NC1CCCCC1	1.1	-2.4	-9.5	5.2	-4.5	-21.4	2.9	-0.7
COC(=O)[C@@]12CCCCN1[C@H](c1ccc(-c3cc(C(C)=O)cs3)cc1)[C@H]1C(=O)N(C)C(=O)[C@H]12	-2.0	0.8	1.0	0.7	-1.4	-15.0	1.1	0.0
CC1(C)CC(C(=O)Nc2nccs2)CCO1 (stereo unspecified)	-6.1	·	·	2.2	·	120.9*	10.7	-3.9
COc1cccc(S(=O)(=O)N[C@H]2CC[C@@H](CC(=O)NCc3ccccc3)O[C@H]2CO)c1	2.8	2.0	11.6	0.4	·	-3.7	-2.8	·
CN1c2ccc(Br)cc2[C@@H]2[C@@H](CCN2S(=O)(=O)c2cccc(F)c2)[C@@H]1CO	-10.3	5.4	-13.4	-4.0	1.7	3.4	-4.6	2.6[16.7 µM]
COc1ccc(CN(C)C[C@H]2OCCCC[C@H](C)Oc3ccc(NC(=O)Nc4ccc5c(c4)OCO5)cc3C(=O)N([C@@H](C)CO)C[C@@H]2C)cc1	8.0	1.7	-32.9	0.4	5.7	·	-33.8	6.9[16.7 µM]
COc1cc(NC(=O)C(C)N2CCN(C(=O)C3CC3)CC2)cc(OC)c1 (stereo unspecified)	0.6	-0.8	3.8	4.0	5.5	-126.9	-1.4	-7.9
N#Cc1nc(-c2ccco2)oc1N1CCN(c2cccc(Cl)c2)CC1	0.3	·	·	2.4	·	0.2	-8.3	3.1
CN(C)CCNc1ncnc2c1ncn2[C@H]1CN(Cc2ccc3c(c2)OCO3)C[C@@H](CO)O1	0.5	1.9	6.1	2.1	-5.0	-1.2	·	-1.7
O=C(COc1ccc(S(=O)(=O)N2CCCC2)cc1)N1CCN(c2ccccc2F)CC1	1.2	-3.7	-6.0	-5.5	2.4	-1.6	-3.9	-2.6

Results in PglD inh and miR-122 sensor (2 entries from above):
| SMILES | PglD inh | miR-122 sensor |
| --- | --- | --- |
| COc1cccc(S(=O)(=O)N[C@H]2CC[C@@H](CC(=O)NCc3ccccc3)O[C@H]2CO)c1 | 0.4 | · |
| CN1c2ccc(Br)cc2[C@@H]2[C@@H](CCN2S(=O)(=O)c2cccc(F)c2)[C@@H]1CO | -4.0 | 2.6[16.7 µM] |

More results
compound	Cneo AK release	F508del corr	GSIS activator	PglD inh	FN deposit inh	Statin myotox sup	PGC1a acetyl inh	miR-122 sensor
COCCN(C(=O)CC1C(=O)NCCN1Cc1ccc(-c2ccccc2)cc1)C(C)C (stereo unspecified)	·	4.3	-26.1	·	4.0	-2.2	6.4	-1.9
COCCN1CCN(C(=O)C2CCC(=O)N(CCCc3ccccc3)C2)CC1 (stereo unspecified)	-3.9	0.1	8.1	-0.9	6.5	5.9	2.9	-7.3
CC(=O)c1sc2nc(C)cc(C)c2c1N	-0.2	·	·	2.3	4.0	21.6	-14.1	-7.6
CCCc1cc(=O)oc2cc(C)cc(OCC(=O)NCc3ccncc3)c12	-0.4	-0.3	22.5	0.6	4.9	5.3	13.1	-3.4
[O-]C1=N[N+](=C(c2ccccc2)c2ccccc2)C1	1.2	-1.7	13.1	6.9	6.7	3.7	2.2	0.2
O=C(Nc1ccc(Cl)cc1Cl)C1CCCO1 (stereo unspecified)	-1.2	1.2	16.3	-3.3	4.4	9.8	-1.4	-4.0
C[C@@H]1CN([C@H](C)CO)C(=O)c2cccc(NC(=O)Nc3ccc(F)cc3)c2O[C@@H]1CN(C)Cc1ccc(C(=O)Nc2ccccc2N)cc1	·	-0.5	6.8	·	-2.3	·	-11.7	·
COc1ccc2c(c1)c(CC(=O)OCC(=O)O)c(C)n2C(=O)c1ccc(Cl)cc1	-1.9	8.5*	·	1.2	-2.3	2.2	-3.6	-0.6
COc1ccccc1CN1[C@H](CO)[C@@H]2c3ccccc3N(C(=O)c3cccnc3)C[C@@H]21	61.2	0.2	6.0	12.1	0.0	9.1	1.5	21.4[16.7 µM]
COc1ccccc1-c1sc2ccccc2c1-c1ccc(O)cc1	0.4	-1.5	-19.2	2.9	10.2	5.5	-7.0	10.8

(continued)
compound	Cneo AK release	F508del corr	GSIS activator	PglD inh	FN deposit inh	Statin myotox sup	PGC1a acetyl inh	miR-122 sensor
O=C(CCN1CCCCC1)N[C@H]1CC[C@H](CCn2cc(-c3cccc(F)c3)nn2)O[C@@H]1CO	2.0	-3.5	-1.2	-0.4	6.2	4.0	-5.8	·
COc1ccc2[nH]c(CN3CCC(CO)(CCOc4ccccc4)CC3)c(C)c2c1	2.1	2.1	-0.7	0.6	-3.0	0.5	-10.9	-5.9
O=C1C2=C(CCCC2)C(=O)N1CNc1ccccc1	·	0.0	9.4	·	21.6	6.7	-0.8	-0.9
COc1ccccc1OC(C)C(=O)N(Cc1ccco1)C1CCS(=O)(=O)C1 (stereo unspecified)	1.9	·	·	-0.3	·	-0.2	-0.2	-3.5
O=C(COc1ccccc1Cl)Nc1ccccc1C(=O)N1CCOCC1	-1.6	1.7	17.5	-2.8	-1.3	-1.6	·	-12.3
S=C(NCC1CCCCC1)Nc1ccc(Oc2ccccc2)cc1	·	1.9	-1.8	·	0.3	32.7	-2.4	117.5*
O=C(CCN1N=C(c2ccccc2)CCC1=O)NCC1CCCO1 (stereo unspecified)	-12.9	-2.2	5.2	-6.2	7.9	-25.0	-27.1	2.8
O=C(O)c1ccc(S(=O)(=O)N2CCCCCCC2)cc1	-1.7	-2.8	·	-2.6	-0.9	9.5	·	-2.5
C=CCN(Cc1cccs1)C(=O)COc1ccc2c(c1)OCO2	-3.8	-0.8	1.0	1.0	-7.1	11.6	-2.8	18.1
C[C@@H]1CN([C@H](C)CO)C(=O)c2cc(N(C)C)ccc2O[C@@H](C)CCCCO[C@H]1CN(C)S(=O)(=O)c1ccc(Cl)cc1	·	4.4	10.2	·	·	38.1	-11.0	-0.5[16.7 µM]
N#Cc1nn(-c2ccccc2)nc1N1CCCCC1	1.9	·	-11.4	2.7	·	-4.2	6.3	-3.7

Copied from the list.
O=C(CSc1nnc(-c2cccs2)n1CC1CCCO1)c1cc2ccccc2o1 (stereo unspecified) – PGC1a acetyl inh: -6.6
CC1(C)CC(C(=O)Nc2nccs2)CCO1 (stereo unspecified) – miR-122 sensor: -3.9
S=C(NCC1CCCCC1)Nc1ccc(Oc2ccccc2)cc1 – PGC1a acetyl inh: -2.4

Screening results (PubChem)
